Casp1 inh = allosteric or competitive inhibitors of human caspase-1; Potency, µM (series often up to 57.5 µM), for inactives: at the highest dose activity change, negative = inhibition, actives largely listed as inhibitors; AID 900; Caspase-1 enzyme, Ac-WEHD-AFC fluorogenic rate; 75,000 compounds, 0.03% hits;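 also: potency is read from the fitted curve at half-maximal effect; plate controls were vehicle for no effect and no substrate for full effect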
Luciferase inh = inhibitors of firefly luciferase. P08659. purified firefly luciferase, luminescence, 8 min. Potency, µM (highest dose often 57.1 µM), without a hit: top-dose activity change, negative = inhibition, actives largely listed as inhibitors. 72,000 compounds, 2.2% hits. AID 411; also: potency is read from the fitted curve at half-maximal effect; % is scaled to controls: 0 for no effect and ±100 for the full control effect; nearly all actives have a fitted effect of over 40% in size
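Firefly luciferase (PKLight detection mix) with 10 uM ATP in pH 7.2 imidazole buffer (KCl, MgCl2, Tween 20, BSA). Compounds tested across a concentration series (qHTS). Luminescence read after 8 min at ambient temperature.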
CRE-bla Fsk = CRE-bla signaling modulation under forskolin stimulation | CHO CRE-bla reporter (cAMP response element driving beta-lactamase), forskolin EC10, beta-lactamase ratio | Potency, µM (highest dose often 38.2 µM), for the others: top-dose activity change, negative = inhibition, hits mostly activators | 71,000 compounds, 2.5% hits; active = well fitted activation curve with a large enough effect in the signal ratio, with a control signal flat, not every such curve was filed as active; inconclusive = small, poorly fitted or top-dose-only effect, or effect the other way, or a change in a side signal; the % refers to the signal ratio; also: potency is read from the fitted curve at half-maximal effect; % of control where 0% means no effect
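Forskolin analogue NKH 477 at EC10 stimulated CRE-driven beta-lactamase in CHO cells alongside compound dilution series. Beta-lactamase was measured with CCF4, excitation 405 nm, emission ratio 460/530 nm.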
Caspase-7 inhib = allosteric or competitive inhibitors of human caspase-7; P55210; recombinant caspase-7, Ac-DEVD-AFC fluorescence rate; Potency, µM (highest dose often 57.5 µM), for the others: at the top dose activity change, negative = inhibition, most hits filed as inhibitors; 75,000 compounds, 0.02% hits; active = well fitted inhibition curve with a large enough effect in the main read-out, with a control signal flat, not every such curve was filed as active; inconclusive = small, poorly fitted or top-dose-only effect, or a change in a side signal; also: potency is read from the fitted curve at half-maximal effect; % of control where 0% means no effect
Target sequence (P55210 24-198 limits assumed): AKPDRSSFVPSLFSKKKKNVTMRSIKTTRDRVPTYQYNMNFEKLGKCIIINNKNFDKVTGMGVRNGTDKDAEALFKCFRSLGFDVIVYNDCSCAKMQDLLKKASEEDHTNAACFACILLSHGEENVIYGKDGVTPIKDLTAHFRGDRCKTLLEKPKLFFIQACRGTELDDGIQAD
Target sequence (P55210 207-303 limits assumed): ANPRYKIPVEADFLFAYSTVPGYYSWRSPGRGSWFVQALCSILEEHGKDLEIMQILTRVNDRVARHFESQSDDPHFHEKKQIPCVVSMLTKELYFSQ
BRCT inh green = blocks human BRCA1 BRCT binding to phosphopeptide, green readout | P38398 | BRCA1 BRCT-phosphopeptide binding, green fluorescence polarization | Potency, µM (doses to about 76.9 µM), for the others: at the highest dose activity change, negative = inhibition, most hits filed as inhibitors | 75,000 compounds, 0.05% hits;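 also: potency is read from the fitted curve at half-maximal effect; plate controls were peptide without protein for full effect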
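Fluorescence polarization: His-tagged BRCT (~35 kDa BRCA1 C-terminus, 250 nM) bound to 100 nM fluorescein-labeled phosphorylated 10-aa BACH1 peptide, pH 7.3 phosphate buffer with DTT and Tween 20. Compounds incubated 12 min at room temperature; inhibition read as lowered polarization.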
USP2a inhib = USP2a (human) protease inhibition; Potency, µM (series often up to 38.3 µM), without a hit: at the top dose activity change, negative = inhibition, actives largely listed as inhibitors; USP2a enzymatic assay, qHTS inhibition; 60,000 compounds, 0.1% hits; O75604; AID 927;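 also: potency is read from the fitted curve at half-maximal effect; nearly all actives have a fitted effect of over 60% in size; plate controls were DMSO for no effect and NEM full inhibition control for full effect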
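USP2 core (20nM final) preincubated 30 min RT with compound, then Ub-PLA2 20nM and NBD C6-HPC 20uM final added; buffer 20mM Tris-HCl pH 8.0, 2mM CaCl2. Fluorescence Ex 460/Em 535 read at 0 and 2.5 h; normalized to NEM.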
BRCT PPI red = inhibitors of human BRCA1 BRCT-phosphoprotein interaction (red fluorophore) | P38398 | BRCT-phosphopeptide binding, red fluorescence polarization | Potency, µM (titrated, usually from 76.9 µM), for the others: at the highest dose activity change, negative = inhibition, most hits filed as inhibitors | 75,000 compounds, 0.03% hits; also: % is scaled to controls: 0 for no effect and ±100 for the full control effect
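Rhodamine-labelled pBACH1 10-mer (100 nM) bound to BRCT domain (100 nM) at pH 7.3; compounds incubated 12 min room temperature, polarization read. Free peptide defines full inhibition; unlabelled decapeptide titrated as control.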
Tau fil binding = tau filament binding; P10636; recombinant tau filaments, thioflavin S fluorescence, 15 h; filaments grown with octadecylsulfate alongside compound; Potency, µM (titrated, usually from 57.1 µM), without a hit: at the top dose activity change, negative = inhibition; 71,000 compounds, 2% hits;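 also: potency is read from the fitted curve at half-maximal effect; % is scaled to controls: 0 for no effect and ±100 for the full control effect; actives lower thioflavin S fluorescence by blocking filaments or displacing dye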
Target sequence (P10636 whole entry, looked up): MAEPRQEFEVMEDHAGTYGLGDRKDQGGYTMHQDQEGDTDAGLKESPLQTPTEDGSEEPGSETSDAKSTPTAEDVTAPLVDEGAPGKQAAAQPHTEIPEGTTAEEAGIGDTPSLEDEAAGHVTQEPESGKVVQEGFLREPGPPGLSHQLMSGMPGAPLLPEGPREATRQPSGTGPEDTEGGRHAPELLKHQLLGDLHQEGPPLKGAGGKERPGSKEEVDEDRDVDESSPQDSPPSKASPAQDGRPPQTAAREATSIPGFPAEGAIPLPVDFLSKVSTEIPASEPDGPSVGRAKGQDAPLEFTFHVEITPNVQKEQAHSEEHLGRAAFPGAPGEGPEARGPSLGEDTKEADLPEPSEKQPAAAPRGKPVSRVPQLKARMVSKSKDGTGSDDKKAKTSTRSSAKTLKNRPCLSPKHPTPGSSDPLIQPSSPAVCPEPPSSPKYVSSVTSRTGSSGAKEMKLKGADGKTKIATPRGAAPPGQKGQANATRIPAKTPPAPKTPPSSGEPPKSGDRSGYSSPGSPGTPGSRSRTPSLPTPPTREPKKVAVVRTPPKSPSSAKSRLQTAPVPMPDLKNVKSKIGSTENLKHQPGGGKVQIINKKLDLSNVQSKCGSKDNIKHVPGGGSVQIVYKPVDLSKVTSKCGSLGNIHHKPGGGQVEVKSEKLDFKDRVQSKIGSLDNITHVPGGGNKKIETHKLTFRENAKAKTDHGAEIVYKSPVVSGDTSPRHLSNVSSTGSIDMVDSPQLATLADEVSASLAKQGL
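Quantitative HTS: thioflavine S signal from ODS-induced tau filaments, excited at 450 nm, emission 510 nm. Conditions: 1 uM tau, 30 uM ODS, 15 h at 37 C, pH 7.4.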
HEK293 cAMP ctrl = raises cAMP in parental HEK293 cells, TSHR agonist counter-screen. parental HEK293 CNG cAMP sensor, membrane potential fluorescence. Potency, µM (doses to about 57.1 µM), for inactives: at the top dose activation, usual class: activators. 73,000 compounds, 2.5% hits. AID 938; also: potency is read from the fitted curve at half-maximal effect; % of control where 0% means no effect; nearly all actives have a fitted effect of over 55% in size
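Parental HEK 293 cells stably expressing a modified CNG channel (no TSHR) report cAMP rise as membrane depolarization. Membrane potential dye with 100 uM RO 20-1724 was loaded for 60 min at room temperature, then compound added for 30 min; fluorescence read at 590 nm.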
A350 autofl = compounds fluorescent in Alexa 350 spectral region; Compound autofluorescence, 340/450 nm, Alexa 350 dye-equivalents; hits give high values; max dye-equivalent concentration, M; 59,000 compounds, 11% hits; AID 590; in the data active = max dye-equivalent concentration above about 10 nM; inconclusive = mostly about 1.1 nM to 9.6 nM
ERK AVP inh = inhibitors of vasopressin-stimulated ERK signaling pathway; HEK293-V1b, vasopressin-stimulated pERK AlphaScreen; Potency, µM (highest dose often 57.5 µM), for the others: at the top dose activity, negative = inhibition, actives largely listed as inhibitors; 72,000 compounds, 0.99% hits; also: potency is read from the fitted curve at half-maximal effect; % is scaled to controls: 0 for no effect and ±100 for the full control effect; nearly all actives have a fitted effect of over 55% in size
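Phosphorylated ERK1/2 detected via AlphaScreen bead proximity in lysates of V1b-expressing HEK293 cells given 25 nM vasopressin for 5 min after 30 min compound exposure (37 °C). AC50 from Hill equation; basal DMSO 0%, vasopressin 100%.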
An asterisk follows results filed as active; i = inactive; ? = inconclusive; / = not tested or not shown; [ ] = dose if it differs, or a comment. Unless noted, calls follow the shape of the dose curve; as a rule, active = well fitted curve in the direction sought with a large enough effect; inconclusive = small, poorly fitted or top-dose-only effect, or another doubt; inactive = no such curve, though single readings can be large; an effect the other way counts as inactive or inconclusive.

SMILES | Casp1 inh | Luciferase inh | CRE-bla Fsk | Caspase-7 inhib | BRCT inh green | USP2a inhib | BRCT PPI red | Tau fil binding | HEK293 cAMP ctrl | A350 autofl | ERK AVP inh
CC1CC[C@]2(CO)CC[C@]3(C)C(=CCC4[C@@]5(C)CCC(O)C(C)(C)C5CC[C@@]43C)C2C1C (stereo partly specified) | -0.1% | / | / | -2.7% | 1.8%[3.08 µM] | 14.2% | 0.7% | / | / | / | -1.8%
Cc1cnn(C(=O)c2ccccc2Br)c1 | -1.6% | / | / | 1.9% | 0.9% | / | 0.7% | / | -3.8% | / | /
COc1ccc(S(=O)(=O)N2CCCC(C(=O)N3CCN(C)CC3)C2)cc1C (stereo unspecified) | 1.3% | -6.6% | 7.7% | -0.3% | -2.7% | 1.7% | -0.3% | 12.7% | 2.7% | i | -8.7%
COc1ccc(OC)c(C(C)NC=O)c1 (stereo unspecified) | -2.0% | -1.2% | 4.7% | -0.2% | -2.3% | -7.7% | 1.5% | 9.1% | 2.4% | / | 38.0%
CC(=O)Nc1ccc2nc(C3CCCCC3)[nH]c2c1 | -0.2% | -6.6% | ? | -1.6% | -0.9% | -12.2% | -0.5% | -2.7% | 25.7% | i | -10.1%
CCn1cc(C(=O)NCc2ccco2)c(=O)c2cc(S(=O)(=O)N3CCc4ccccc4C3)ccc21 | -4.0% | -0.5% | ? | -3.8% | 2.3% | 51.0%[activator] | -0.8% | 126.4% | 4.7% | i | -14.8%
O=C(CCN1CCCCC1c1cccnc1)NCc1ccccc1 (stereo unspecified) | -3.4% | -2.1% | 6.7% | -3.0% | -1.9% | 2.3% | -0.5% | 2.5% | 10.3% | i | -6.1%
CC1(C)C(c2ccccn2)=[N+]([O-])C(C)(C)N1O | -0.7% | 2.5% | 2.5% | 2.2% | -4.5% | -2.2% | 0.8% | -8.5% | 10.3% | / | 1.2%
CCCCCNC(=O)C(C#N)c1nc2ccccc2nc1N1CCCC1 (stereo unspecified) | ? | 1.2% | ? | -24.8% | 7.3% | 9.4% | 0.3% | -14.7% | 19.7% | 1.75e-08M* | -7.1%
CCCc1cc(=O)[nH]c(SCC(=O)Nc2cc3c(cc2C(C)=O)OCO3)n1 | 0.3% | -0.1% | ? | 0.7% | 0.0% | -12.6% | -5.4% | -24.2% | ? | 5.55e-08M* | 10.6%
O=C(Oc1ccccc1)c1ccc(-n2cnnn2)cc1 | -1.5% | 2.2% | 12.2% | 0.4% | 0.4% | / | -1.2% | 3.4% | -6.5% | i | -7.9%
Cc1cc(NC(=O)CCC(=O)N(CCC(C)C)CC(=O)NCC2CCCO2)no1 (stereo unspecified) | -9.8% | 3.9% | -9.4% | -10.6% | -0.6% | 2.2% | -3.4% | 2.6% | -8.8% | ? | -7.3%
C=CCn1c(SCc2ccc(OC)cc2)nnc1-c1cccnc1 | -1.7% | -0.1% | 7.1% | 2.0% | 0.4% | 12.6% | -0.4% | -8.0% | 19.1% | ? | 4.7%
COc1ccc2nc(N3CCCC(C(=O)NCCCN4CCN(C)CC4)C3)sc2c1 (stereo unspecified) | 1.8% | ? | -2.3% | 1.7% | -4.6% | -9.3% | -4.4% | 21.8% | -4.8% | ? | 8.2%
COc1ccc(C(C)(C)C)cc1NC(=O)c1ccoc1C | -1.0% | 0.1% | -3.7% | 3.7% | 0.2% | -7.3% | -0.3% | 2.3% | 0.3% | i | 11.9%
Cc1ccc(-n2ncc3c2ncn2nc(-c4ccco4)nc32)c(C)c1 | -5.0% | -4.6% | 10.0% | -6.7% | 1.5% | 21.6% | 0.4% | 271.4% | 29.8% | i | -17.6%
Cn1nc(C(=O)N2CCOCC2)c2ccccc2c1=O | -1.2% | 1.1% | -1.8% | -0.4% | -0.4% | -3.2% | 0.5% | 0.8% | 2.0% | i | 1.4%
CCOC(=O)CSc1nnc(Cn2nnc(-c3ccccc3)n2)n1CC | -1.6% | 1.7% | 8.7% | 0.4% | -0.9% | 8.0% | -1.1% | -2.6% | -0.1% | i | -21.8%
Cc1nc2ncnn2c(N2CCC(C(=O)NC3CCCC3)CC2)c1Cc1ccccc1 | -1.1% | -1.4% | -0.9% | 0.0% | -4.3% | 7.0% | -0.7% | 7.6% | 19.9% | i | 19.5%
O=S(=O)(c1ccccc1)N1CCC2(CC1)CN(c1ncccn1)C2 | -5.6% | -11.1%[11.4 µM] | 1.4% | -0.7% | -2.1% | -21.4% | 0.1% | -9.6% | 5.4% | i | -9.9%
CC1CCCCN1C(=O)CSc1nnc(-c2cccnc2)n1C1CCCCC1 (stereo unspecified) | 1.5% | 6.3% | -2.3% | 10.1% | 0.2% | 3.8% | 0.5% | 2.1% | -2.1% | ? | -4.6%
CCOC(=O)c1c(C)n(C)c2ccc(O)c(CN3CCN(C)CC3)c12 | -0.9% | -1.6% | 7.7% | 0.8% | -0.5% | -5.4% | -0.1% | -3.5% | 17.0% | i | -4.2%
COCC(C)n1c(C)cc(C(=O)COC(=O)c2ccc(N3CCCC3=O)cc2)c1C (stereo unspecified) | -2.2% | -0.8% | -24.3% | -0.3% | 0.0% | 3.7% | 0.6% | 10.8% | ? | i | 20.0%
NC(=O)c1ccc(NS(=O)(=O)c2ccccc2F)cc1 | -2.2% | 1.5% | 4.9% | -3.0% | -1.7% | 2.9% | 2.6% | 4.1% | 6.7% | ? | 14.5%
COC(=O)c1cc(=O)n(Cc2ccc3c(c2)OCO3)c(=Nc2ccccc2)s1 | -2.5% | 0.0% | ? | -3.0% | -1.8% | / | -1.1% | -10.3% | 12.7% | / | ?
New compounds follow.
SMILES | Casp1 inh | Luciferase inh | CRE-bla Fsk | Caspase-7 inhib | BRCT inh green | USP2a inhib | BRCT PPI red | Tau fil binding | HEK293 cAMP ctrl | A350 autofl | ERK AVP inh
C[C@@H](SCc1ccccc1)C(=O)O | -1.6%[11.5 µM] | 1.2%[11.4 µM] | 4.9%[7.6 µM] | 0.6%[11.5 µM] | -0.9%[15.4 µM] | / | 1.5%[15.4 µM] | -3.2%[11.4 µM] | 1.8%[11.4 µM] | i | 0.1%[11.5 µM]
CC1CCN(c2nc3ccccc3nc2C(C#N)C(=O)NC2CCCCC2)CC1 (stereo unspecified) | ? | 1.2% | ? | -21.2% | 0.3% | 6.6% | 0.3% | 8.0% | 9.0% | ? | 5.8%
CCOc1nc(C)ccc1-c1noc(C)n1 | -0.1% | -0.5% | 21.5% | -2.1% | 0.9% | 3.2% | 0.4% | 0.4% | 4.6% | ? | -18.0%
O=C1Nc2ccc(NS(=O)(=O)c3cccs3)c3cccc1c23 | -5.0% | 3.7% | 6.1% | -3.8% | -1.1% | -4.2% | 0.3% | -8.9% | 9.8% | i | 8.7%
O=C(NCCc1ccncc1)Nc1ccccc1Cl | 0.6% | 0.7% | -5.4% | 0.1% | -0.3% | -4.6% | 0.3% | -7.3% | 5.1% | i | -9.9%
C/C(CCN1CCc2nc(-c3ccccc3)c(-c3ccccc3)cc2C1)=N\O[C@@H](C)CN1CCCCc2nc(C)c(C)cc21 | -8.5%[11.5 µM] | 0.7%[11.4 µM] | / | 0.1%[11.5 µM] | 0.0%[15.4 µM] | / | 0.4%[15.4 µM] | / | 7.9%[11.4 µM] | / | 25.1%[11.5 µM]
COc1ccccc1CNc1ncnc2nc[nH]c12 | 1.9% | 0.9% | -2.0% | 1.3% | -2.9% | / | -2.2% | -4.7% | ? | / | /
O=C(NCc1cccnc1)c1cc(S(=O)(=O)N2CCCCC2)ccc1Cl | -0.4% | -0.1% | ? | 0.1% | -0.5% | 0.2% | 0.7% | -10.2% | -2.1% | i | ?
CCC(=O)NC1=C(C#N)C2(CCCC2)Cc2ccccc21 | -0.7% | -1.0% | -1.4% | 4.2% | 0.5% | 4.2% | -1.6% | 6.1% | 29.4% | i | -0.6%
C[C@]12C=CC(=O)C=C1CCC1C2C(=O)C[C@]2(C)C1CC[C@]2(O)C(=O)CO (stereo partly specified) | 2.4% | / | / | -0.9% | -3.1%[3.08 µM] | -5.0% | -0.3% | / | / | / | 4.0%
COc1cc(C2NC(=O)NC(O)(C(F)(F)F)C2C(C)=O)cc(OC)c1OC (stereo unspecified) | 0.2% | 1.9% | -0.7% | 2.8% | -0.2% | 2.2% | 0.3% | 8.0% | 0.1% | i | 5.2%
COc1ccc(-c2nnc(SC)n2C)cc1 | 0.0% | -3.0% | 4.7% | 0.2% | -0.4% | -2.5% | 0.8% | -8.8% | 7.8% | i | -0.6%
CCc1cc(C(=O)Cc2ccc(F)cc2)c(O)cc1O | -2.9% | 0.4% | ? | -2.4% | 0.6% | -1.6% | 0.8% | -13.3% | 14.3% | / | -24.7%

Screening results from PubChem BioAssay.
